Assay outcomes deposited in PubChem BioAssay by several laboratories.
Bcl-B TR3 displacers: displacers of TR3 peptide from Bcl-B, primary screen, selectivity assay for Bfl-1 inhibitor project, biochemical, fluorescence polarization; Bcl-2-like protein 10 (Homo sapiens); 96,000 compounds, 0.11% hits; FP displacement of FITC-TR3 peptide from Bcl-B; higher % means a stronger effect; displacement, % at 20 µM, or IC50 in µM where a hit was titrated;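 active = displacement above 50% at 20 µM plus a fluorescence interference ratio under 1.5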;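 note: plate controls were wells without compound for no effect and wells lacking Bcl-B protein for full effect; a part of the inactive calls stands beside numbers as strong as those of hits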
PLAP inhibition: PLAP enzyme inhibitors, biochemical, luminescence, HTS (AID 690). 96,000 compounds, 0.08% hits. purified PLAP, luminescent substrate; higher % means a stronger effect. inhibition, % at 20 µM, or IC50 in µM where a hit was titrated; in the data active = a potency from the dose series; inactive = the rest, 99 in 100 with inhibition below about 30%; note: strong numbers were not always called active
IL1B NFkB inh: inhibitors of IL-1B driven NFkB p65 nuclear import, primary screen, imaging, HUVEC, IL-1B stimulus, high-content imaging; 94,000 compounds, 0.43% hits; AID 796, 2007; inhibition, % at 2 µM; HUVEC IL-1B NFkB p65 nuclear translocation imaging;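 active = inhibition above about 30% together with a positive call from visual inspection of the well image, limit read from the data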;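 note: nuclear over cytoplasmic p65 intensity ratio measured by imaging; 0% = IL-1B stimulated DMSO wells and 100% = unstimulated DMSO wells; values of inactives mirror those of a sister screen read the other way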
MRP reversal: reversal of MRP1-mediated doxorubicin resistance, primary screen, H69AR cells, doxorubicin co-treatment; differential viability (reversal), % at 10 µM; H69AR cells + 2 uM doxorubicin, CellTiter-Glo, 72 h; AID 602, 2007; 85,000 compounds, 0.04% hits;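 active = viability drop by adding the cancer drug above about 55%, with treated viability meeting a 40% cutoff, limit read from the data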;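 note: viability without doxorubicin minus viability with 2 µM doxorubicin for each compound; larger differential means the compound sensitizes cells more to doxorubicin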
IL1B NFkB pot: enhancers of NFkB p65 translocation in HUVEC – imaging, IL-1B stimulus, high-content imaging, primary screen. activation, % at 2 µM. AID 819, 2007. HUVEC IL-1B NFkB p65 nuclear translocation imaging. 94,000 compounds, 0.3% hits;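 active = activation above 40%, about the mean plus 3 SD, also judged a hit on visual image review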;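 note: percent activation is computed from the nuclear over cytoplasmic p65 intensity ratio; values of inactives mirror those of a sister screen read the other way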
MRP reversal cytotoxicity: second read-out of MRP reversal, no call of its own (marks repeat the call); viability, %; H69AR cells, CellTiter-Glo, 72 h; measured here: cytotoxicity without doxorubicin
MRP reversal with doxorubicin: also measured in MRP reversal; calls as there; viability, %; measured here: viability with 2 uM doxorubicin; hits give low values
IL1B NFkB inh cell count 2 µM: also measured in IL1B NFkB inh; calls as there; cell count; measured here: cells passing quality filter;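 raw number of nuclei counted in each imaged well without normalization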
IL1B NFkB pot cell count 2 µM: recorded beside IL1B NFkB pot, whose call it bears; cell count; measured here: cells passing quality filter
Active calls of the source: *; . = not tested or not shown. These rows are one share of the data; rates above refer to the full screens.

nr	structure	Bcl-B TR3 displacers	PLAP inhibition	IL1B NFkB inh	IL1B NFkB inh cell count 2 µM	MRP reversal
1	O=C(NC1CCCCCC1)c1ccc(S(=O)(=O)NCc2ccco2)cc1	2%	-7%	-1	177	.
2	Cc1ccc(NC(=O)C2(c3ccccc3)CCCC2)nc1	.	.	-1	106	9
3	Cc1ccc2c(c1)C1CN(C)CCC1N2C(=O)Nc1ccc(Cl)cc1 (configuration not stated)	-3%	-5%	23	134	5
4	COc1ccc(S(=O)(=O)Cc2ccc(C(=O)NC3CC3)o2)cc1	4%	5%	-28	198	-5
5	CCOC(=O)N1CCC(NC(=O)CN2C(=O)CSc3ncccc32)CC1	5%	4%	.	.	7
6	CC(NC(=O)c1cccnc1)c1ccc2c(c1)OCO2 (configuration not stated)	-2%	-2%	-7	106	2
7	CCOc1ccc(C(Nc2ccc(C)cc2)P2(=O)OCCC(C)O2)cc1 (configuration not stated)	10%	-58%	-5	192	-3
8	O=C(c1ccc(Cl)cc1)N1CCC(O)(CSc2ccc(Cl)cc2Cl)CC1	2%	-61%	.	.	.
9	Cc1cc(NC(=O)c2cc(C(C)C)on2)no1	-13%	-1%	-1	182	.
10	Cc1ccccc1-c1nn[nH]n1	-21%	6%	-24	160	1
11	Oc1ccccc1-c1nc(NCCN2CCOCC2)c2ccccc2n1	31%	-51%	15	85	-13
12	CCCCNC(=O)COC(=O)c1cc(S(=O)(=O)N2CCCCCC2)ccc1OC	-1%	-28%	-13	215	.
13	CCCCOc1ccc(-c2nnn(CC(=O)Nc3ncc(CC(=O)OCC)s3)n2)cc1	-4%	-34%	-1	123	.
14	Cc1ccc(S(=O)(=O)c2c(N)n(NC(=O)c3ccccc3C)c3nc4ccccc4nc23)cc1	0%	-85%	-6	200	8
15	O=C(O)CCCCCNc1nc2ncn(Cc3ccccc3)c2c(=O)[nH]1	-5%	-4%	-26	113	4

nr	MRP reversal cytotoxicity	MRP reversal with doxorubicin	IL1B NFkB pot	IL1B NFkB pot cell count 2 µM
1	.	.	1	177
2	86	77	1	106
3	65	61	-23	134
4	92	96	28	198
5	99	91	.	.
6	98	96	7	106
7	91	94	5	192
8	.	.	.	.
9	.	.	1	182
10	99	99	24	160
11	12	25	-15	85
12	.	.	13	215
13	.	.	1	123
14	94	86	6	200
15	100	96	26	113

(further entries)
nr	structure	Bcl-B TR3 displacers	PLAP inhibition	IL1B NFkB inh	IL1B NFkB inh cell count 2 µM	MRP reversal
16	O=c1oc2c(CN3CCOCC3)c(O)ccc2c2ccccc12	-2%	-14%	4	102	12
17	Cc1nn(-c2ccccc2)c(C)c1/C=N/NC(=O)c1cc(-c2ccc(Br)s2)[nH]n1	-7%	14%	3	102	.
18	C(/CCc1ccccc1)=N\n1cnnc1	.	.	9	154	22
19	CCCCCC1CC(CC(=O)Nc2nncs2)C(=O)O1 (configuration not stated)	.	.	-25	138	8
20	Cc1ccc(S(=O)(=O)Nc2ccnc3ccccc23)cc1	0%	5%	3	172	-15
21	CCOC(=O)c1c(C)[nH]c(C(=O)COC(=O)c2[nH]c(C)c(C(C)=O)c2C)c1C	1%	7%	9	166	.
22	COC(=O)c1sc2ccccc2c1-n1cccc1C(=O)C(=O)Nc1ccc(C)cc1	-7%	-23%	-6	115	.
23	O=C(NCCCc1ccccc1)c1cccs1	-6%	19%	-16	97	.
24	O=C(NCc1cccs1)NC1CCCCC1	-3%	10%	-2	83	14
25	CCOCCCNC(=O)Cn1ncc2c(=O)oc3ccccc3c21	0%	-5%	-19	62	15
26	COc1ccc(OC)c(NC(=O)CSc2nnc(Cc3cccn3C)n2-c2ccc(F)cc2)c1	-12%	-32%	-8	62	-8
27	O=C(CSCc1ccccc1)NCc1ccc2c(c1)OCO2	-3%	32%	-19	188	-10
28	Cc1cc(C)n2nc(C(=O)OCCOc3cccc(Br)c3)nc2n1	-1%	2%	.	.	-2
29	C=CCNC(=O)c1c(N)n(-c2cccc(S(N)(=O)=O)c2)c2nc3ccccc3nc12	10%	-81%	-6	178	-21
30	COc1ccc(S(=O)(=O)N2CCN(CC(=O)Nc3cc(OC)cc(OC)c3)CC2)cc1	-9%	-9%	-4	71	-16

nr	MRP reversal cytotoxicity	MRP reversal with doxorubicin	IL1B NFkB pot	IL1B NFkB pot cell count 2 µM
16	77	65	-4	102
17	.	.	-3	102
18	101	79	-9	154
19	94	86	25	138
20	66	81	-3	172
21	.	.	-9	166
22	.	.	6	115
23	.	.	16	97
24	91	78	2	83
25	114	99	19	62
26	59	68	8	62
27	91	102	19	188
28	96	97	.	.
29	59	80	6	178
30	5	21	4	71

Other records follow.
nr	structure	Bcl-B TR3 displacers	PLAP inhibition	IL1B NFkB inh	IL1B NFkB inh cell count 2 µM	MRP reversal
31	COc1cccc(OCC(O)CN2CCC(C)CC2)c1 (configuration not stated)	48%	-20%	-15	202	.
32	COC(=O)c1[nH]c2ccc(C)cc2c1NC(=O)CCN1CCN(Cc2ccc3c(c2)OCO3)CC1	.	-11%	6	159	6
33	CN(C)CCN1C(=O)c2oc3ccc(Cl)cc3c(=O)c2C1c1cccc(Br)c1 (configuration not stated)	6%	-57%	2	96	-24
34	COc1ccc(NS(=O)(=O)c2cccc(C(=O)N/N=C(\C)c3ccc(-n4ccnc4)cc3)c2)cc1	-15%	-108%	9	161	.
35	Cc1ccc2[nH]c3c(c2c1)CC/C(=C/c1ccccc1)C3=O	-3%	89%	-10	138	.
36	CN(Cc1ccccc1)C(=O)COC(=O)c1cc(-c2ccc(Cl)s2)nc2ccccc12	-158%	-15%	10	156	.
37	COc1ccc2[nH]c(C)c(CCN(Cc3cccs3)C(=S)Nc3ccccc3OC)c2c1	3%	-19%	2	188	9
38	C(=N\c1nc2ccccc2n1CCN1CCCCC1)/c1ccc2c(c1)OCO2	0%	-33%	-14	172	20
39	CC(C)(C)NC(=O)CN(C(=O)Cn1nnc(-c2ccc(Cl)cc2)n1)C1CCN(Cc2ccccc2)CC1	.	.	-8	99	-14
40	CCc1nn2c(=O)cc(CSc3nc4sc5c(c4c(=O)n3C)CCCC5)nc2s1	.	.	16	112	2
41	C=CCNC(NC(=O)c1ccccc1)(C(=O)OCC)C(F)(F)F (configuration not stated)	1%	-8%	-2	81	-3
42	C=C(C)c1ccc(C(C)(C)NC(=O)NCc2ccco2)cc1	-1%	-1%	-5	153	6
43	COc1cccc(C2=NOC(C(=O)Nc3cccc(C(C)=O)c3)C2)c1OC (configuration not stated)	6%	7%	5	102	1
44	Cc1cc2c(n1-c1ccc(C(N)=O)cc1)CC(C)(C)CC2=O	.	.	-14	105	5
45	COCCn1nnnc1SCC(=O)N1CCCCC1	.	.	-6	117	-5

nr	MRP reversal cytotoxicity	MRP reversal with doxorubicin	IL1B NFkB pot	IL1B NFkB pot cell count 2 µM
31	.	.	15	202
32	80	73	-6	159
33	56	79	-2	96
34	.	.	-9	161
35	.	.	11	138
36	.	.	-10	156
37	84	75	-2	188
38	107	87	14	172
39	46	59	8	99
40	76	74	-15	112
41	66	69	2	81
42	98	92	5	153
43	76	76	-5	102
44	88	83	14	105
45	84	89	6	117

Next results:
nr	structure	Bcl-B TR3 displacers	PLAP inhibition	IL1B NFkB inh	IL1B NFkB inh cell count 2 µM	MRP reversal
46	CCCCSc1cc(=O)n(-c2ccccc2)nc1C(=O)OCC	2%	-11%	-3	162	.
47	CC(C)CN(Cc1cc2ccccc2[nH]c1=O)C(=O)c1cccnc1	-1%	5%	.	.	13
48	O=C(OCCN(C1=NS(=O)(=O)c2ccccc21)c1ccccc1Cl)c1ccc(Cl)cc1	3%	-12%	5	175	-14
49	C(/C=C/c1ccco1)=N/N1CCN(c2ccccc2)CC1	-10%	0%	-7	131	-5
50	Cc1ccc(-c2cc(C(=O)Nc3cnn(C(C)C)c3)no2)cc1	-3%	1%	4	144	-4
51	CCn1c(=O)cc(SCC(=O)Nc2cccc(SC)c2)c2ccccc21	0%	6%	.	.	3
52	CSc1nsc(SC)c1C(=O)OCC(F)(F)F	-2%	0%	-14	218	10
53	CCn1c(N)c(C(=O)NCCOC)sc1=S	-2%	-8%	6	146	4
54	COC(=O)c1cc2c(cc1Cl)SC(=NCCCN1CCOCC1)NS2(=O)=O	-4%	-53%	-1	172	24
55	Cc1ccccc1S(=O)(=O)Cc1ccc(C(=O)N2CCN(c3ccc(F)cc3)CC2)o1	0%	-41%	-15	189	-32
56	CCCCCn1c(NC(=O)c2ccco2)c(S(=O)(=O)c2ccc(C)cc2)c2nc3ccccc3nc21	-50%	-10%	-7	148	3
57	O=C(c1ncc[nH]1)c1ccccc1C(=O)N1CCOCC1	-2%	1%	-23	146	-6
58	CCOC(=O)c1sc(NS(=O)(=O)c2ccc(NC(C)=O)cc2)nc1C	-1%	-6%	15	78	16
59	CN(C)c1ccccc1C(=O)c1ccccc1N(C)C	6%	17%	11	159	-37
60	Oc1sc(C=Nc2ccccc2)c2ccccc12	9%	2%	-8	146	.

nr	MRP reversal cytotoxicity	MRP reversal with doxorubicin	IL1B NFkB pot	IL1B NFkB pot cell count 2 µM
46	.	.	3	162
47	85	72	.	.
48	84	98	-5	175
49	100	105	7	131
50	74	78	-4	144
51	88	85	.	.
52	93	84	14	218
53	98	95	-3	60
54	95	71	1	172
55	34	65	15	189
56	77	74	7	148
57	88	94	23	146
58	89	73	-15	78
59	14	50	-11	159
60	.	.	8	146

Not a retest: an excerpt of the list.
nr	structure	Bcl-B TR3 displacers	PLAP inhibition	IL1B NFkB inh	IL1B NFkB inh cell count 2 µM	MRP reversal
47	CC(C)CN(Cc1cc2ccccc2[nH]c1=O)C(=O)c1cccnc1	-1%	5%	.	.	13
48	O=C(OCCN(C1=NS(=O)(=O)c2ccccc21)c1ccccc1Cl)c1ccc(Cl)cc1	3%	-12%	5	175	-14
49	C(/C=C/c1ccco1)=N/N1CCN(c2ccccc2)CC1	-10%	0%	-7	131	-5
50	Cc1ccc(-c2cc(C(=O)Nc3cnn(C(C)C)c3)no2)cc1	-3%	1%	4	144	-4
51	CCn1c(=O)cc(SCC(=O)Nc2cccc(SC)c2)c2ccccc21	0%	6%	.	.	3
52	CSc1nsc(SC)c1C(=O)OCC(F)(F)F	-2%	0%	-14	218	10
53	CCn1c(N)c(C(=O)NCCOC)sc1=S	-2%	-8%	6	146	4
54	COC(=O)c1cc2c(cc1Cl)SC(=NCCCN1CCOCC1)NS2(=O)=O	-4%	-53%	-1	172	24
55	Cc1ccccc1S(=O)(=O)Cc1ccc(C(=O)N2CCN(c3ccc(F)cc3)CC2)o1	0%	-41%	-15	189	-32

nr	MRP reversal cytotoxicity	MRP reversal with doxorubicin	IL1B NFkB pot	IL1B NFkB pot cell count 2 µM
47	85	72	.	.
48	84	98	-5	175
49	100	105	7	131
50	74	78	-4	144
51	88	85	.	.
52	93	84	14	218
53	98	95	-3	60
54	95	71	1	172
55	34	65	15	189

Continued:
nr	structure	Bcl-B TR3 displacers	PLAP inhibition	IL1B NFkB inh	IL1B NFkB inh cell count 2 µM	MRP reversal
61	CCc1ccc(OCC(=O)NC(=S)Nc2ccc(S(=O)(=O)NC3CCCCC3)cc2)cc1	0%	-9%	0	192	.
62	CC(C)CCNC(=O)COc1ccc2c3c(c(=O)oc2c1)CCC3	-9%	6%	-9	174	-23
63	COC(=O)Cc1cc(=O)[nH]c(/N=C(\N)Nc2ccccc2)n1	-6%	-52%	-2	177	.
64	O=C(c1cc(S(=O)(=O)N2CCOCC2)ccc1F)N1CCCc2ccccc21	0%	11%	-9	124	.
65	COc1ccc(/C=C2/S/C(=N/N=C3\CC4CCC3(C)C4(C)C)NC2=O)cc1 (configuration not stated)	-3%	-24%	-6	189	.

nr	MRP reversal cytotoxicity	MRP reversal with doxorubicin	IL1B NFkB pot	IL1B NFkB pot cell count 2 µM
61	.	.	0	192
62	78	101	9	174
63	.	.	2	177
64	.	.	9	124
65	.	.	6	189
